Source: PubChem
PrPC TRFRET: inhibitors of human cell surface prion protein PrPC. P04156. TR-FRET read-out. inhibition, % at 13.8 µM. actives 0.43% (n = 370,000); in the data active = inhibition above about 24%; note: 0% = median of the test wells and 100% = reference compound wells
BoNT F protease: inhibitors of Botulinum neurotoxin F light chain protease. actives 0.22% (n = 360,000). inhibition, % at 10 µM. Multiplex microsphere protease cleavage assay, flow cytometry; in the data active = inhibition above about 35%, passing the limit was not always enough; inconclusive = no clear call, values can overlap the other calls; note: plate controls were buffer without enzyme for full effect and enzyme alone for no effect
Mtb FBA inh: inhibitors of M. tuberculosis fructose-bisphosphate aldolase; actives 2.3% (n = 360,000); purified M. tuberculosis FBA, fluorescence read-out; P9WQA3; inhibition, % at 1 µM; in the data active = inhibition above about 27%;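 note: 0% = vehicle and 100% = reference inhibitor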
Target sequence (P9WQA3 whole entry, looked up): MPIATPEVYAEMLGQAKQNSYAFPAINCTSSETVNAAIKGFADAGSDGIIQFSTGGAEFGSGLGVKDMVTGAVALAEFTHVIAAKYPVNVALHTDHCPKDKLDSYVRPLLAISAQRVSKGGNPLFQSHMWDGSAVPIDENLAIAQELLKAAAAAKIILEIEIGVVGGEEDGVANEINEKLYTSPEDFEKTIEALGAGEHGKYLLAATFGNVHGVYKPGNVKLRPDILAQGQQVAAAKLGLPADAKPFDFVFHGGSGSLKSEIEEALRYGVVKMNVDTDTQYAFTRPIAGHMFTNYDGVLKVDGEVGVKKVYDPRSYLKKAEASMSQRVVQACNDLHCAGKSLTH
Rv3671c protease: inhibits the M. tuberculosis serine protease Rv3671c; inhibition, % at 5.96 µM; actives 0.048% (n = 320,000); in the data active = inhibition above about 38%;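 note: extracellular domain of Rv3671c used as enzyme; 0% = enzyme with DMSO and 100% = no enzyme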
Target sequence (P9WHR9 whole entry, looked up, the tested form may be a part): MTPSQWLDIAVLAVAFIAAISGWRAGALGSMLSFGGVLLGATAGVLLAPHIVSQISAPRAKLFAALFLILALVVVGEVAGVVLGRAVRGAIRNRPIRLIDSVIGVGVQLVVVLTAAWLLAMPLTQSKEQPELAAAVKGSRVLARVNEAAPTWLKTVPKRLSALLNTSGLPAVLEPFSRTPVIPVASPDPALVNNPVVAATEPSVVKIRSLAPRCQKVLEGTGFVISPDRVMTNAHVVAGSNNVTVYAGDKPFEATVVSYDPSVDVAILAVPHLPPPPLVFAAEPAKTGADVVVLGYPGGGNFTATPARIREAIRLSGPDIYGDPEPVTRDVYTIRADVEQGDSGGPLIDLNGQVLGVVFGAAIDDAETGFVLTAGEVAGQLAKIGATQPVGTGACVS
MazF activator: MazEF (E. coli) toxin RNase activation; P0AE70; actives 0.32% (n = 350,000); FAM/BHQ RNA-DNA oligo cleavage fluorescence, 5 h; activation, % at 20 µM; AID 504720; in the data active = activation above about 50%
Target sequence (P0AE70 whole entry, looked up): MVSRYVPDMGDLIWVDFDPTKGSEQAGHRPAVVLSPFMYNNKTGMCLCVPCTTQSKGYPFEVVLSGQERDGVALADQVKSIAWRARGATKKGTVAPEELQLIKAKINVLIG
GDH-TPI inh: inhibits GDH-TPI coupling enzymes, artifact for Mtb FBA screen; GDH-TPI coupled enzyme counterscreen, NADH absorbance; inhibition, % at 4.8 µM; actives 1.2% (n = 360,000); AID 588335; in the data active = inhibition above about 30%;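 note: 0% = DMSO wells and 100% = wells lacking the enzyme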
FadD28 binding: inhibitors of Mycobacterium tuberculosis FadD28 bisubstrate binding; FadD28 bisubstrate probe binding, fluorescence polarization; inhibition, % at 12.5 µM; actives 0.22% (n = 360,000); AID 588549; in the data active = inhibition above about 8.5%, passing the limit was not always enough; inconclusive = no clear call, values can overlap the other calls
UGM FP inh: Mtb UDP-galactopyranose mutase inhibition; AID 504406; purified UGM, fluorescence polarization probe displacement; inhibition, % at 10 µM; actives 0.06% (n = 320,000); in the data active = inhibition above about 10%, passing the limit was not always enough; inconclusive = no clear call, values can overlap the other calls
BioA inh: blocks M. tuberculosis BioA enzyme activity; purified M. tuberculosis BioA enzyme, plate reader; inhibition, % at 9.99 µM; actives 0.096% (n = 360,000); AID 602481; in the data active = inhibition above about 40%; inconclusive = no clear call, values can overlap the other calls
* marks the source's active call; other numbers are inactive results; ? = inconclusive; · = not tested or not shown. This is a random part of the collection. Share with any hit: about 4.8%.

SMILES	PrPC TRFRET	BoNT F protease	Mtb FBA inh	Rv3671c protease	MazF activator	GDH-TPI inh	FadD28 binding	UGM FP inh	BioA inh
CCCc1cc(C(=O)NC2CCCN(Cc3ccccc3F)C2)no1 (stereo not given)	0.8	-0.6	1.9	-1.3	-6.1	10.1	-2.3	1.0	2.4
COc1cc2c(C(F)(F)F)c(-c3ccsc3)oc(=O)c2cc1OC	-1.1	-1.7	2.6	-18.3	-11.3	26.4	-0.9	1.8	-1.7
Cc1nn(Cc2ccccc2)c(Cl)c1C(=O)OCc1nnc(-c2ccc(Cl)cc2)o1	2.6	2.3	-2.6	-8.2	-10.0	3.9	-2.1	1.1	-1.3
COc1cccc(-c2cnc3c(NC=O)cc(-c4ccc(O)c(OC)c4)cn23)c1	-10.0	-4.0	4.4	·	·	7.1	5.2	·	-0.5
O=C(c1ccc(N2CCCC2)c([N+](=O)[O-])c1)N1CCN(CCO)CC1	-12.5	-6.8	-1.8	7.3	2.1	-13.8	-1.2	0.3	1.4
CCCCn1c(N)c(N(CCOC)C(=O)c2cc(-c3ccccc3)nc3ccccc23)c(=O)[nH]c1=O	0.4	10.6	-2.0	7.5	-1.2	2.8	-5.8	·	-5.5
Cc1ccc(Cn2nnc3c(=O)n(CC(=O)NCC4CCCO4)cnc32)cc1 (stereo not given)	6.8	-10.6	-2.2	1.6	-7.0	-1.2	-3.5	-0.7	-0.8
O=C(Nc1ccccc1)C1=C(Nc2ccccc2)CSC1	-7.0	-4.5	0.8	·	5.4	1.3	0.9	·	·
CCOc1cnc(-c2c(-c3ccccc3Cl)noc2C)o1	-2.5	-3.2	5.2	6.1	-1.0	0.0	-0.6	5.7	-1.9
NS(=O)(=O)c1ccc(CCNC(=O)c2ccccc2-c2ccccc2)cc1	-11.1	-11.5	3.7	9.9	4.2	1.5	-1.4	5.3	0.8
COc1cccc(C(=O)NC(C)c2ccc(Br)cc2)c1 (stereo not given)	-2.2	2.5	0.6	-2.4	6.2	1.1	-3.4	-1.0	·
COc1ccc(NC(=O)Cn2nnc(C(=O)NCc3ccccc3)c2N)cc1Cl	0.3	-1.0	-0.2	-8.8	-22.0	5.6	-4.5	·	0.7
COc1ccc(C(=O)N/N=C/c2cccc3cccnc23)cc1	18.0	-3.5	1.3	-2.7	2.2	10.3	-2.6	-0.5	-1.4
CCC1CCCCN1S(=O)(=O)Cc1ccccc1Cl (stereo not given)	0.7	6.1	-0.8	1.0	2.7	0.6	-2.0	1.7	·
CC(Cc1cccs1)NCc1ccccc1 (stereo not given)	4.3	-1.8	1.6	-0.1	2.7	-1.9	-3.5	-2.3	-0.3
O=C(Nc1ccc2c(c1)OCCO2)c1ccc(CN2CCOCC2)cc1	1.3	-1.4	8.2	0.5	5.3	2.5	1.7	2.3	-1.6
Cn1ncc([N+](=O)[O-])c1C(=O)Nc1ccc(-c2nc3ccccc3[nH]2)cc1	-21.4	-3.9	-1.2	-14.5	0.6	14.7	-6.2	-0.3	-1.9
O=C(c1cc2c(ccc3ccccc32)oc1=O)N1CCN(CCO)CC1	-12.4	-7.9	52.6*	-2.0	3.2	25.7	0.7	1.1	-1.5
CC(=O)Nc1ccc(C(=O)Nc2ccc(S(=O)(=O)N3CCOCC3)cc2)cc1	-7.6	-22.0	4.8	-0.4	5.6	-5.4	0.6	-2.6	-0.6
COc1cccc(NC(=O)N(C)C[C@@H]2Oc3ncc(Br)cc3C(=O)N([C@@H](C)CO)C[C@H]2C)c1	-3.9	5.4	-3.0	·	6.4	-7.1	-4.4	·	5.2
Cc1ccc(O)c(Nc2c3ccccc3nc3ccccc23)c1	3.2	-9.0	99.2*	-6.2	21.4	3.8	-1.2	-0.1	-2.9
O=C(OCc1nnc(-c2ccccc2)o1)c1ccc([N+](=O)[O-])s1	-30.0	·	4.6	-83.4	-38.7	7.6	-1.3	1.4	-1.0
O=C(NCCCN1CCOCC1)c1ccc(CSCc2cccc(Cl)c2)o1	-1.8	0.0	2.1	-9.7	3.0	5.1	-2.1	-1.8	-0.6
NC(=O)c1ccc(Oc2ccc3c(c2)CCC3)c([N+](=O)[O-])c1	-14.3	5.3	6.3	2.2	7.4	1.5	-3.2	-0.4	1.6
COc1cc(CNCCN(C)C)ccc1OCc1c(F)cccc1Cl	-8.4	-6.6	3.0	2.0	0.2	13.4	-0.7	0.2	1.9
(continued)
SMILES	PrPC TRFRET	BoNT F protease	Mtb FBA inh	Rv3671c protease	MazF activator	GDH-TPI inh	FadD28 binding	UGM FP inh	BioA inh
CC1CCCCN1CCCNc1ccc(C(CC(N)=O)NC(=O)Cc2ccc(Cl)cc2)cc1[N+](=O)[O-] (stereo not given)	-4.8	-8.0	1.9	-7.3	-0.2	7.9	0.1	-1.1	1.5
CC(C)/C=C1\CCCCC1N(C)C(=O)NC(C)C (stereo not given)	-2.7	7.3	1.4	9.3	-2.2	0.6	-1.2	0.2	-1.3
COc1ccc(NC(=O)CSc2nc3[nH]ncc3c(=O)n2-c2ccccc2OC)cc1OC	-1.1	7.3	-1.3	-4.5	7.4	3.6	-1.0	4.9	1.5
Cc1ccc(S(=O)(=O)NC(=O)Nc2cccc([N+](=O)[O-])c2)cc1	-3.5	5.9	-0.7	5.1	10.2	-3.8	-3.0	-1.0	-0.1
Cn1c2ccccc2c2nnc(SCC(=O)Nc3ccccc3F)nc21	-8.7	-4.8	2.6	-8.1	6.7	21.9	2.9	-0.7	0.2
O=C(O)c1cc2ccccc2[nH]1	5.5	1.2	9.0	·	-2.0	12.8	-1.1	·	-2.5
CCCC(=O)NC(c1ccco1)c1cc([N+](=O)[O-])c2cccnc2c1O (stereo not given)	-3.6	-7.3	-8.5	4.3	8.7	-1.6	-1.4	-0.8	·
CCOC(=O)c1c(NC(=O)CN2C(=O)NC3(CCCCC3C)C2=O)sc(C)c1C (stereo not given)	6.4	-6.7	-2.9	-12.8	1.2	7.0	-3.1	-2.6	-1.3
O=C(OCC(=O)N1CCOCC1)c1c(Cl)ccc(Cl)c1Cl	0.9	-13.1	-2.6	-2.1	4.5	-7.5	-1.8	-2.3	·
COCCCNC(=O)Cn1ccc(N)nc1=O	-4.9	-4.2	3.5	4.7	-7.6	7.7	0.1	2.7	-4.6
Cc1c(Cl)cccc1NC(=O)Nc1ccc(C(=O)N2CCCC2)cc1	3.6	-1.1	-0.6	-10.6	3.2	2.5	-0.9	0.7	·
Cc1cccn2c(=O)c(/C=C3\SC(=S)NC3=O)c(NCCCN3CCOCC3)nc12	-9.3	-1.7	3.7	-14.1	-128.9	30.4	5.5	-5.2	1.0
O=C(OCC(=O)N1CCN(c2ccccc2)CC1)c1ccccc1NCCO	-4.1	0.3	100.5*	7.0	3.6	19.4	-1.2	0.6	·
CC(=O)N1NC(=Nc2ccccc2)SC1(C)C	-0.3	-2.7	0.4	3.9	2.2	-4.0	-0.4	-1.3	·
CN(c1ccccc1)S(=O)(=O)c1cc(C(=O)Nc2nc3ccccc3[nH]2)ccc1Cl	7.3	-11.0	4.8	-40.0	18.1	15.3	-7.9	1.1	·
O=C(CSc1nnnn1Cc1ccccc1)Nc1ccc2c(c1)OCCO2	-2.9	1.2	0.7	-6.8	-5.5	8.1	-0.9	-1.1	1.9
Cn1nnnc1SCCNCc1ccncc1	5.5	-10.3	3.3	1.4	-1.8	-0.6	0.7	1.5	-1.3
C=CCOc1ccc(-c2nc3c(c(=O)[nH]c(=O)n3CCCC)n2C)cc1Br	0.7	3.5	2.3	-3.8	14.4	-3.0	-1.9	-2.9	1.3
CC1(C)NC(=O)N(CC(=O)OCC(=O)Nc2c(Br)cc([N+](=O)[O-])cc2Br)C1=O	-37.5	3.6	1.4	·	3.9	-11.8	0.2	·	-0.5
COc1ccccc1C(=O)NC(=O)CSc1ccc(C)c(C)c1	2.7	0.1	-1.9	-5.0	8.8	-3.5	-4.4	-0.3	·
Cc1cc2nnc(SCC(=O)N3CCN(c4ccccc4)CC3)n2c(N)n1	2.4	-9.8	2.5	-1.6	-2.0	1.7	1.5	-2.7	-1.5
O=C(COC(=O)CCC(NC(=O)OCc1ccccc1)C(=O)OCC(=O)Nc1ccccc1)Nc1ccccc1 (stereo not given)	3.5	0.2	-0.5	6.5	1.5	7.4	-3.6	1.7	·
CCCOc1ccc(-c2c(C(=O)N/N=C/c3ccc(OC)cc3)nnn2-c2nonc2N)cc1	-2.6	-0.2	-0.3	-20.0	-12.1	12.0	-4.5	0.4	·
COC(=O)Nc1ccc(S(=O)(=O)N2CCCC(C(=O)N3CCCCCC3)C2)cc1 (stereo not given)	10.6	-0.3	1.1	-7.8	0.3	0.3	-0.5	0.3	·
O=C(COC(=O)c1ccccc1O)NC(c1ccccc1)c1ccccc1	-7.5	3.3	-1.3	-2.2	-0.8	10.8	-4.3	-1.0	-0.9

Given with each value named: part of the list above
COc1ccc(NC(=O)CSc2nc3[nH]ncc3c(=O)n2-c2ccccc2OC)cc1OC
  PrPC TRFRET = -1.1	BoNT F protease = 7.3	Mtb FBA inh = -1.3	Rv3671c protease = -4.5	MazF activator = 7.4	GDH-TPI inh = 3.6	FadD28 binding = -1.0	UGM FP inh = 4.9	BioA inh = 1.5

O=C(OCC(=O)N1CCN(c2ccccc2)CC1)c1ccccc1NCCO
  PrPC TRFRET = -4.1	BoNT F protease = 0.3	Mtb FBA inh = 100.5*	Rv3671c protease = 7.0	MazF activator = 3.6	GDH-TPI inh = 19.4	FadD28 binding = -1.2	UGM FP inh = 0.6	BioA inh = ·

O=C(OCC(=O)N1CCOCC1)c1c(Cl)ccc(Cl)c1Cl
  PrPC TRFRET = 0.9	BoNT F protease = -13.1	Mtb FBA inh = -2.6	Rv3671c protease = -2.1	MazF activator = 4.5	GDH-TPI inh = -7.5	FadD28 binding = -1.8	UGM FP inh = -2.3	BioA inh = ·

CC1(C)NC(=O)N(CC(=O)OCC(=O)Nc2c(Br)cc([N+](=O)[O-])cc2Br)C1=O
  PrPC TRFRET = -37.5	BoNT F protease = 3.6	Mtb FBA inh = 1.4	Rv3671c protease = ·	MazF activator = 3.9	GDH-TPI inh = -11.8	FadD28 binding = 0.2	UGM FP inh = ·	BioA inh = -0.5

(cont.)
SMILES	PrPC TRFRET	BoNT F protease	Mtb FBA inh	Rv3671c protease	MazF activator	GDH-TPI inh	FadD28 binding	UGM FP inh	BioA inh
S=C(NC1CCCCC1)N1CCN(Cc2ccccc2Cl)CC1	-0.2	-3.1	0.2	2.8	-0.1	-2.6	-3.2	2.6	·
COc1cccc(CN(C(=O)c2ccccc2)C2CCS(=O)(=O)C2)c1 (stereo not given)	-1.6	-3.2	1.0	-8.0	2.9	3.4	1.4	0.4	-6.4
C#CCOCCOCCOCCNc1nc(N2CCN(C(=O)Cn3cc(CCO)nn3)CC2)nc(N2CCN(C(=O)[C@H](CCCCN)n3cc(CCCC)nn3)CC2)n1	-0.1	-6.8	1.3	·	3.9	14.1	-6.6	·	-0.3
c1ccc(N2C3C4CC(C5CCCC54)C32)cc1 (stereo not given)	2.3	2.1	-4.5	·	1.7	1.8	-4.2	·	1.0
COc1ccc(C(CCN2CCN(c3ccccc3)CC2)c2c(OC)cc(OC)c3c(-c4ccccc4)cc(=O)oc23)cc1 (stereo not given)	-13.5	-8.5	1.6	-11.3	-0.8	14.5	-2.0	-1.1	-1.2
CCCCNC(=O)CO/N=C(\C)c1cc2ccccc2o1	-3.6	7.0	-4.4	1.8	-3.7	-7.4	-5.2	1.0	1.5
COc1ccc(C(=O)NNC(=O)Cc2ccc(-c3ccccc3)cc2)cc1OC	3.5	-12.9	5.6	1.8	9.0	0.0	-2.9	0.3	-0.6
CCCC1(C(=O)OC)NC(c2ccc(OC)c(OC)c2)C2C(=O)N(c3cccc(C(C)=O)c3)C(=O)C21 (stereo not given)	-1.9	?	-1.9	-3.3	-3.3	-3.2	-2.0	0.6	10.5

Compound profiles (already shown). Values in the order: PrPC TRFRET, BoNT F protease, Mtb FBA inh, Rv3671c protease, MazF activator, GDH-TPI inh, FadD28 binding, UGM FP inh, BioA inh
Profile of `CCCCNC(=O)CO/N=C(\C)c1cc2ccccc2o1` = -3.6, 7.0, -4.4, 1.8, -3.7, -7.4, -5.2, 1.0, 1.5
Profile of `COc1ccc(C(CCN2CCN(c3ccccc3)CC2)c2c(OC)cc(OC)c3c(-c4ccccc4)cc(=O)oc23)cc1` (stereo not given) = -13.5, -8.5, 1.6, -11.3, -0.8, 14.5, -2.0, -1.1, -1.2
